MsrA inh: bovine MsrA inhibition | purified bovine MsrA, absorbance read-out | inhibition, % at 15.5 µM | 360,000 tested, 0.75% active; in the data active = inhibition above about 4.5%;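 note: 0% = vehicle wells with enzyme and 100% = reference inhibitor wells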
FAS-TE inh: blocks the thioesterase domain of human fatty acid synthase. AID 602261. recombinant FAS-TE, OMFH fluorogenic substrate, fluorescence endpoint. 360,000 tested, 0.67% active. P49327. inhibition, % at 15 µM;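 active = compounds whose normalised, plate-corrected inhibition of enzyme fluorescence in the single-dose primary screen is 50% or more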;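 note: 0% = DMSO with enzyme and 100% = substrate without enzyme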
Target sequence (P49327 whole entry, looked up, the tested form may be a part): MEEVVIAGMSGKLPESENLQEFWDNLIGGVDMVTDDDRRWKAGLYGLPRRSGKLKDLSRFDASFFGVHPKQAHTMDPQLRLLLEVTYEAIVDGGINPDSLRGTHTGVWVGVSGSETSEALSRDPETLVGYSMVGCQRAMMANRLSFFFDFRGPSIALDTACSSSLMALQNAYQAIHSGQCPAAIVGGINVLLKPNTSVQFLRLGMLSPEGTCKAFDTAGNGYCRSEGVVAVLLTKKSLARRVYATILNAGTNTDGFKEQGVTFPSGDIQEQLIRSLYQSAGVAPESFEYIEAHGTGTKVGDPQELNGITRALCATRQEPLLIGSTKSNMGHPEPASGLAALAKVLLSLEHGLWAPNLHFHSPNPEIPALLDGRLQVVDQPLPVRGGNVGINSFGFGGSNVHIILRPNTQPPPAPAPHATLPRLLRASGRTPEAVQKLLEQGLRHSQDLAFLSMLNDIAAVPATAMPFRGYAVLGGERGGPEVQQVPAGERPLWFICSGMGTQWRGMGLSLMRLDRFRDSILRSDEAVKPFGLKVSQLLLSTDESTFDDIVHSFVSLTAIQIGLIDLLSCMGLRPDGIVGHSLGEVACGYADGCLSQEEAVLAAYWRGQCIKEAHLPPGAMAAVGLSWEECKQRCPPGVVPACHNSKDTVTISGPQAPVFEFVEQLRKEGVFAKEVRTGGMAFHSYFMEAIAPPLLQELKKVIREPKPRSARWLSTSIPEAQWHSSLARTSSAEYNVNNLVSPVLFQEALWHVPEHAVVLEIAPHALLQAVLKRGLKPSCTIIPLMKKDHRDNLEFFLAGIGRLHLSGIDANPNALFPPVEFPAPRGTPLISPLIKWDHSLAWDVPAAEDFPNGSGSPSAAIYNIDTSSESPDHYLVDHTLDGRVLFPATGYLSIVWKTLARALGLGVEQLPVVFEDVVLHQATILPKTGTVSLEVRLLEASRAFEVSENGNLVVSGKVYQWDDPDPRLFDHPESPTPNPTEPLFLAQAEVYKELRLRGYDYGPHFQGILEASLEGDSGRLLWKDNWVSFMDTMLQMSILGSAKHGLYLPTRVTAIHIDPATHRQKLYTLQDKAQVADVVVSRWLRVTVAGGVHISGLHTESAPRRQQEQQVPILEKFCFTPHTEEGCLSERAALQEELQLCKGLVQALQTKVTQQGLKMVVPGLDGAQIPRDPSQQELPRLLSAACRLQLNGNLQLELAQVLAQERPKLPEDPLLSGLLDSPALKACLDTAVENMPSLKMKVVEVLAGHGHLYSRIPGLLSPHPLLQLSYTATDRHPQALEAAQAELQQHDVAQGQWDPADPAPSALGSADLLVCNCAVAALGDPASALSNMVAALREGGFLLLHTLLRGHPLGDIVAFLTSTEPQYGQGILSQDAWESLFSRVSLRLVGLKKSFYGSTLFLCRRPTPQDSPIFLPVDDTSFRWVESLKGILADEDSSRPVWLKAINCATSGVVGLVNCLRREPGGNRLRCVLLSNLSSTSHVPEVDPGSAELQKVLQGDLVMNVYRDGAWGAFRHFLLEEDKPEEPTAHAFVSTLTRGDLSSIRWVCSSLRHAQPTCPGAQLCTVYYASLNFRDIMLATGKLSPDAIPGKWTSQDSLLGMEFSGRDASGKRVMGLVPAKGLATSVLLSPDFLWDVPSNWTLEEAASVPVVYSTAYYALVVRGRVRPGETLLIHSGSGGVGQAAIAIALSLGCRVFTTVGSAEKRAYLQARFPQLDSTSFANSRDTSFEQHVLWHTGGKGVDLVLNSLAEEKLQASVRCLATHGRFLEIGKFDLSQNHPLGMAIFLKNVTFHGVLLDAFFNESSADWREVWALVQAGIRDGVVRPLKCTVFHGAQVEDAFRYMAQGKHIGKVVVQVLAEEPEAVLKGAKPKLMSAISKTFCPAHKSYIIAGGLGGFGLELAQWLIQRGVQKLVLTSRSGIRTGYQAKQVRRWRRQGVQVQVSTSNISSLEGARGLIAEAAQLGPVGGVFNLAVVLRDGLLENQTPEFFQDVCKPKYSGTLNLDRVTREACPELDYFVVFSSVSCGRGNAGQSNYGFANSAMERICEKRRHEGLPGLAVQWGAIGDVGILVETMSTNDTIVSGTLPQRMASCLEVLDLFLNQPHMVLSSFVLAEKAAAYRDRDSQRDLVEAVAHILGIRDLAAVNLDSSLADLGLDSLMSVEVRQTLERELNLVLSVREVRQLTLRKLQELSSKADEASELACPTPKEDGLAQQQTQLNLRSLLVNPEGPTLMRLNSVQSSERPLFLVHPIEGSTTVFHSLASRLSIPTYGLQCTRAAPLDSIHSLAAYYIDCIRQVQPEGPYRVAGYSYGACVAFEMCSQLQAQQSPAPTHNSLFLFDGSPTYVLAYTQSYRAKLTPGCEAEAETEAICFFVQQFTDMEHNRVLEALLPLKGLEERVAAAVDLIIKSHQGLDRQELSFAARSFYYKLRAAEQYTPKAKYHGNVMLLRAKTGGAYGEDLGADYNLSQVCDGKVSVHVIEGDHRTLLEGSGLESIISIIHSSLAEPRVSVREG
NRP1-CendR mod: modulators of CendR peptide binding to human neuropilin-1 | O14786 | FAM-RPARPAR peptide binding to NRP-1, fluorescence polarization | inhibition, % at 25 µM | 360,000 tested, 0.85% active;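 active = inhibition or corrected inhibition above about 18%, plus a signal ratio from 0.5 to 1.5, limit read from the data, passing the limit was not always enough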; note: strong numbers were not always called active
MT1-MMP act inh: MT1-MMP (human) activation inhibition; P50281; HT1080 RFP-PRO-GFP cells, GFP/RFP ratio fluorescence, overnight; percent of plate control window, DMSO zero; GFP/RFP ratio change, % at 20 µM; 360,000 tested, 0.061% active;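 active = GFP/RFP ratio change of at least 30% with cell ATP level not reduced by more than half and red fluorescence within 50% of control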; note: strong numbers were not always called active
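Read-out: GFP/RFP fluorescence ratio; Test system: RFP-PRO-GFP reporter HT1080 cells; Compound dosing: single-point 20 µM compound, 1% DMSO; Times: overnight compound exposure at 37 °C.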
bovine MsrA act: activators of bovine methionine sulfoxide reductase A. AID 602163. purified bovine MsrA, absorbance read-out. activation, % at 10.6 µM. 360,000 tested, 0.3% active; in the data active = activation above about 7.5%;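 note: 0% = vehicle and 100% = reference activator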
SKN-1 block: blocks SKN-1 activity in C. elegans. C. elegans VP596 Pgst-4::GFP/RFP ratio, acrylamide-induced, 24 h. inhibition, % at 21.8 µM. 360,000 tested, 0.49% active. AID 624304;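 active = interference check ratio from 0.5 to 1.5 plus GFP to RFP signal ratio inhibition reaching or exceeding a fixed threshold, cut at about 30% in these data, passing the limit was not always enough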; note: some compounds called inactive have numbers as strong as hits
PABP1 MLLE inh: blocks PAM2 peptide binding to the PABP1 MLLE domain. GST-MLLE / FITC-PAM2 fluorescence polarization. 360,000 tested, 0.36% active. AID 588489. inhibition, % at 20 µM; in the data active = inhibition above about 35%, passing the limit was not always enough;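 note: plate controls were DMSO wells with GST-MLLE for no effect and wells lacking GST-MLLE protein for full effect; some results filed as inactive read as strong as hits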
Tb MetRS inh: Trypanosoma brucei MetRS inhibition. 360,000 tested, 0.4% active. inhibition, % at 11.9 µM. purified T. brucei MetRS, ATP depletion, Kinase-Glo luminescence;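 active = inhibition above a per-plate cutoff of the control wells' mean inhibition plus 3 SD, cut at about 5.5% in these data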;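 note: 0% = DMSO wells median and 100% = median of wells with control inhibitor compound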
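assay system = parasite MetRS enzyme | timing = 15 min preincubation, 2 h reaction, all 25 °C | evaluation = percent inhibition relative to median high and low control wells | medium = HEPES buffer containing pyrophosphatase, BSA, spermine, DTT | compound = single dose, 11.9 µM final nominal, 0.9% final DMSO | detection = Kinase-Glo luminescence, ATP depletion format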
E coli Lon inh: inhibits E. coli Lon protease. purified E. coli Lon protease, fluorescence polarization. inhibition, % at 7.94 µM. 360,000 tested, 0.42% active. AID 602123; in the data active = inhibition above about 13%, passing the limit was not always enough;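 note: 0% = enzyme with probe and DMSO and 100% = no enzyme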
The depositor's hits bear a star; nt = no result given; + = active, no number; & = joins results of further samples.

The first two entries (preview)
entry | SMILES | MsrA inh | FAS-TE inh | NRP1-CendR mod | MT1-MMP act inh | bovine MsrA act | SKN-1 block | PABP1 MLLE inh | Tb MetRS inh | E coli Lon inh
1 | O=C(NCCc1cccc(Cl)c1)c1cccc(-n2cnnn2)c1 | 0.1 | 30 | 5 | 1 | -1 | 8 | -28 | 0.2 | -12
2 | O=C(NCCc1ccccc1)c1c(F)c(F)c(F)c(F)c1F | -0.7 | 1 | 1 | -1 | -3 | -11 | -4 | 0.0 | -3

This part in full, repeating the preview:
entry | SMILES | MsrA inh | FAS-TE inh | NRP1-CendR mod | MT1-MMP act inh | bovine MsrA act | SKN-1 block | PABP1 MLLE inh | Tb MetRS inh | E coli Lon inh
1 | O=C(NCCc1cccc(Cl)c1)c1cccc(-n2cnnn2)c1 | 0.1 | 30 | 5 | 1 | -1 | 8 | -28 | 0.2 | -12
2 | O=C(NCCc1ccccc1)c1c(F)c(F)c(F)c(F)c1F | -0.7 | 1 | 1 | -1 | -3 | -11 | -4 | 0.0 | -3
3 | O=C(COC(=O)c1ccc2[nH]c3c(c2c1)CCCC3)Nc1ccccc1Cl | -0.8 | -3 | -5 | 0 | -1 | -3 | -28 | -0.3 | 4
4 | O=C1CN(C(=O)CN2CCOCC2)C(c2ccccc2)c2cc(Br)ccc2N1 (stereo unspecified) | -0.3 | -4 | 5 | -1 | -4 | 8 | -4 | -0.5 | -1
5 | CS(=O)(=O)c1ccc(Cl)c(NC(=O)C2CCCN(C(=O)c3ccc(Cl)cc3)C2)c1 (stereo unspecified) | -1.0 | -2 | 6 | 3 | -4 | 2 | -12 | -0.4 | 3
6 | O=[N+]([O-])c1cccc(/C=N/N2CCN(Cc3ccccc3)CC2)c1 | 1.9 | 11 | 6 | 0 | -3 | 2 | 13 | 0.4 | 0
7 | CCCc1nn2c(=O)cc(CSCC(=O)Nc3nnc(C(C)C)s3)nc2s1 | 1.7 | -5 | -1 | 0 | -1 | 6 | -3 | -0.2 | -11
8 | O=C(CSc1ncc(C(=O)O)n1-c1ccc(F)cc1)NCc1ccc2c(c1)OCO2 | -0.4 | -8 | 4 | -2 | -7 | 2 | -32 | -1.0 | 5
9 | CCC(=O)NC1(Cc2ccc(O)cc2)CCCCC1 | -0.5 | -1 | -6 | -4 | 3 | 4 | 1 | -0.6 | 5
10 | Cc1cc(C(=O)N2CCC2(C)C(=O)Nc2cc(C(C)(C)C)nn2C)nn1C (stereo unspecified) | 1.0 | -3 | 3 | -1 | 0 | 12 | 1 | 0.0 | -9
11 | CCCn1c(N)cc(=O)n(CCC)c1=O | 0.3 | -5 | -2 | -3 | -3 | 9 | -4 | -0.1 | 0
12 | CCN(CC)C(=O)C1=C(C)N(CCC2=CCCCC2)C(=O)C(CC(=O)NC2CCCC2)C1 (stereo unspecified) | -0.6 | -6 | -12 | 4 | 2 | -16 | 6 | -0.6 | -3
13 | CCc1ccccc1NC(=O)Nc1ccc(F)cc1F | -0.7 | -1 | 5 | 2 | -5 | 3 | -8 | -1.1 | -14
14 | CCOC(=O)[C@]12CCCC=C1N(Cc1ccco1)C(=O)[C@H](CC(=O)NCc1cccc(C(F)(F)F)c1)C2 | 1.8 | 6 | 4 | 0 | -4 | -4 | nt | -0.7 | 4
15 | CCn1c(C)nnc1SCC(=O)Nc1ccccc1Cl | 2.9 | -4 | -12 | 4 | 2 | 9 | 10 | -1.3 | 6
16 | CC1CN(c2ccccc2)CCN1C(=O)c1cc(COc2c(F)cccc2F)on1 (stereo unspecified) | -1.1 | 12 | -3 | 2 | -2 | -8 | 2 | -0.6 | -5
17 | Cc1sc2ncn(CC(=O)NC3CCCCC3)c(=O)c2c1C | 0.3 | -3 | -10 | -1 | -3 | 2 | -5 | -0.3 | -2
18 | O=C(NCCC1=CCCCC1)C1CCN(S(=O)(=O)c2ccccc2)CC1 | 3.4 | 0 | 10 | 2 | 2 | 5 | 9 | -0.5 | -8
19 | COc1ccc(NC(=O)C2CCCN(S(=O)(=O)c3ccc4[nH]c(=O)ccc4c3)C2)cc1OC (stereo unspecified) | 0.9 | -4 | 8 | -4 | -3 | 19 | 18 | -0.4 | 6
20 | COC(=O)c1ccc(COc2ccc(/C=C/C(=O)c3ccc(OC)c(CSCC(=O)O)c3)cc2OC)cc1 | 2.0 | 0 | -82 | 1 | -5 | -8 | -12 | -0.3 | -2
21 | COc1ccccc1-c1nn(-c2ccccc2)cc1C(=O)N1CCc2ccccc2C1 | 0.3 | 19 | -8 | 1 | -6 | -5 | 7 | 0.5 | 8
22 | CC(=O)Nc1ccc(S(=O)(=O)NCCc2cc3c(C)ccc(C)c3[nH]c2=O)cc1 | 0.7 | -4 | 4 | 1 | 3 | 7 | 10 | -0.5 | -5
23 | Cc1ccc(S(=O)(=O)n2nc(-n3c(C)ccc3C)c3c(F)cccc32)c2ccccc12 | -0.1 | 31 | 2 | -4 | -2 | 7 | 1 | 0.2 | 2
24 | CCCC(=O)NCCCc1nc2ccccc2[nH]1 | -0.7 | -6 | -9 | 7 | -7 | -9 | 6 | -0.9 | -11
25 | COc1cc(Cl)ccc1OCc1cc(C(=O)N(C)C2CC(C)(C)NC(C)(C)C2)no1 | 0.9 | -5 | 0 | -4 | -6 | -13 | 5 | -0.5 | 7
26 | Cc1ccc(NC(=O)CSCC(=O)Nc2nnc(C3CC3)s2)cc1 | 0.7 | -5 | -11 | -3 | -3 | 23 | -2 | -0.3 | 6
27 | CCn1c(SCC(=O)NC2CCCCC2)nc2c(c1=O)SCC2 | 2.0 | -3 | 4 | 3 | -1 | 7 | -4 | 0.1 | -12
28 | O=C(OCc1cn([C@@H]2CN(C(=O)c3cccs3)[C@@H](c3ccc(Cl)cc3)C[C@H]2O)nn1)c1ccccc1 | -1.2 | 0 | -11 | 3 | 0 | 1 | -12 | -1.2 | -6
29 | O=C(Nc1ccc(C(O)c2ccccc2)cc1)[C@@H]1O[C@H](CO)[C@@H](O)[C@H]1O (stereo partly specified) | 0.7 | -12 | -2 | 2 | -1 | -3 | 0 | -0.2 | 5
30 | O=C(CN1CCOCC1)N(c1ccccc1)c1ccc2ccccc2c1 | 1.4 | 4 | 8 | 0 | -1 | 23 | 7 | -1.1 | 3

Whole records from above. Order of values: MsrA inh	FAS-TE inh	NRP1-CendR mod	MT1-MMP act inh	bovine MsrA act	SKN-1 block	PABP1 MLLE inh	Tb MetRS inh	E coli Lon inh
Cc1ccc(NC(=O)CSCC(=O)Nc2nnc(C3CC3)s2)cc1 in the list: 0.7	-5	-11	-3	-3	23	-2	-0.3	6
CS(=O)(=O)c1ccc(Cl)c(NC(=O)C2CCCN(C(=O)c3ccc(Cl)cc3)C2)c1 (stereo unspecified) in the list: -1.0	-2	6	3	-4	2	-12	-0.4	3
O=C(NCCc1ccccc1)c1c(F)c(F)c(F)c(F)c1F in the list: -0.7	1	1	-1	-3	-11	-4	0.0	-3
Cc1ccc(S(=O)(=O)n2nc(-n3c(C)ccc3C)c3c(F)cccc32)c2ccccc12 in the list: -0.1	31	2	-4	-2	7	1	0.2	2
CCOC(=O)[C@]12CCCC=C1N(Cc1ccco1)C(=O)[C@H](CC(=O)NCc1cccc(C(F)(F)F)c1)C2 in the list: 1.8	6	4	0	-4	-4	nt	-0.7	4

(more compounds)
entry | SMILES | MsrA inh | FAS-TE inh | NRP1-CendR mod | MT1-MMP act inh | bovine MsrA act | SKN-1 block | PABP1 MLLE inh | Tb MetRS inh | E coli Lon inh
31 | O=C(CCN1C(=O)c2ccccc2S1(=O)=O)Nc1ccccc1F | -1.4 | -5 | 8 | 5 | -7 | -6 | 9 | -0.8 | -1
32 | Cc1nc2ccccc2c(=O)n1NC(=O)Cc1ccc(Br)cc1 | -0.3 | 4 | 2 | 2 | -1 | -6 | 9 | 0.6 | 4
33 | O=[N+]([O-])c1ccc(-n2nnnc2-c2ccccc2)cc1 | -0.2 | -1 | -5 | 6 | -2 | 6 | 9 | 0.0 | 4
34 | CC1CCCN(C/C(O)=C(\C#N)c2nc3ccccc3[nH]2)C1 (stereo unspecified) | 1.6 | -7 | 3 | 0 | -13 | -25 | 5 | -0.4 | -10
35 | Cc1ccc(C)c(NC(=S)NC2CC3CCCC(C2)N3CC(C)C)c1 (stereo unspecified) | 3.4 | -1 | 4 | -1 | -1 | 4 | 15 | 0.0 | -8
36 | CCOc1ccccc1-c1nc(-c2ccc(C)nc2OC)no1 | -0.5 | 15 | -4 | 3 | 2 | 26 | -2 | -0.9 | -3
37 | Cc1ccc(S(=O)(=O)N2CCC(=O)N(CCOC(=O)Nc3ccccc3C)CC2)cc1 | -1.8 | -1 | 19* | 4 | -4 | 2 | 4 | -0.3 | 1
38 | Cc1ccc(NC(=S)N2CCN(C(=O)C3CCCO3)CC2)cc1 (stereo unspecified) | -0.8 | -12 | -1 | 3 | -8 | 11 | -15 | -1.0 | 9
39 | Cc1cc(F)ccc1NC(=O)Cn1c(C)csc1=O | -0.4 | -7 | 12 | 0 | -1 | 4 | -16 | -0.1 | -1
40 | COc1cc2c(cc1OC)C1=NC(=O)CN1C(SCc1ccccc1C)=N2 | -0.5 | 12 | -9 | 7 | -1 | 7 | -6 | 0.1 | -4
41 | Cc1cc(NC(=O)CSc2nc3[nH]c(=O)cc(O)c3s2)ccc1Br | 0.2 | -4 | -9 | 0 | -5 | 2 | -11 | -0.2 | -15
42 | C#CCNC(=O)C(C)c1ncc(C(F)(F)F)cc1Cl (stereo unspecified) | -0.8 | -4 | 10 | 1 | -13 | -14 | 8 | -1.5 | -6
43 | N/C(=N\OC(=O)C(c1ccccc1)c1ccccc1)c1ccccn1 | -0.1 | -2 | 3 | 1 | -1 | -10 | -8 | -0.7 | 1
44 | O=C(CN1CCN(C(c2ccccc2)c2ccccc2)CC1)N1CCN(c2ccccc2)CC1 | 2.3 | 14 | 8 | -2 | -2 | 8 | 5 | -0.4 | -4
45 | O=c1[nH]c(SCc2ccccc2)nc2c1sc1ccccc12 | 0.0 | -2 | 10 | -2 | 6 | 0 | 9 | 0.6 | -10
46 | Cn1c(C(=O)O)cc2cc(F)ccc21 | 0.5 | -11 | 0 | 6 | -2 | 6 | -1 | -0.3 | -9
47 | Cc1ccc(S(=O)(=O)N2CCN(C(=O)COC(=O)CNC(=O)c3ccc(Cl)cc3Cl)CC2)cc1 | -0.6 | -6 | 11 | 2 | -1 | 8 | -33 | -0.4 | -5
48 | CCOC(=O)C1=C(COC(=O)CCCOc2ccccc2)NC(=O)NC1C (stereo unspecified) | -1.4 | -3 | 2 | 3 | -2 | -10 | -3 | -0.5 | 1
49 | CN(C)CCC(c1ccccc1)c1ccccn1 (stereo unspecified) | -0.4&0.2&3.3 | -3&0&0 | 5&-7&8 | 0&-3&-1 | -2&-4&-1 | 22&12&6 | 2&-2&1 | -0.9&-1.2&-0.6 | 2&-8&8
50 | CN(C)S(=O)(=O)c1ccc(Cl)c(C(=O)NNC(=O)Cc2nc3ccccc3n2C)c1 | 0.4 | -9 | 0 | -3 | -5 | -1 | -7 | -0.6 | +
51 | O=C(c1cc(-c2ccc(Cl)s2)nc2ccccc12)N1CCCC1 | 0.9 | 4 | 16 | -8 | -1 | 21 | -13 | 0.0 | 4

Random excerpt: two compounds from above
entry | SMILES | MsrA inh | FAS-TE inh | NRP1-CendR mod | MT1-MMP act inh | bovine MsrA act | SKN-1 block | PABP1 MLLE inh | Tb MetRS inh | E coli Lon inh
30 | O=C(CN1CCOCC1)N(c1ccccc1)c1ccc2ccccc2c1 | 1.4 | 4 | 8 | 0 | -1 | 23 | 7 | -1.1 | 3
43 | N/C(=N\OC(=O)C(c1ccccc1)c1ccccc1)c1ccccn1 | -0.1 | -2 | 3 | 1 | -1 | -10 | -8 | -0.7 | 1

Compound activity from PubChem BioAssay.
